Screening data from PubChem BioAssay.
BCLXL inh – Bcl-xL (human) inhibition; GST-Bcl-xL / FITC-Bim BH3 peptide fluorescence polarization; Q07817; 320,000 compounds, 0.7% hits; inhibition, % at 10.9 µM;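 active means inhibition above the mean of all tested compounds plus 3 SD, cutoff set per campaign, cut at about 30% in these data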;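 further: 0% = DMSO wells and 100% = unlabeled Bim-BH3 peptide competitor; inhibitors lower millipolarization by displacing the labeled peptide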
Target sequence (Q07817 whole entry, looked up): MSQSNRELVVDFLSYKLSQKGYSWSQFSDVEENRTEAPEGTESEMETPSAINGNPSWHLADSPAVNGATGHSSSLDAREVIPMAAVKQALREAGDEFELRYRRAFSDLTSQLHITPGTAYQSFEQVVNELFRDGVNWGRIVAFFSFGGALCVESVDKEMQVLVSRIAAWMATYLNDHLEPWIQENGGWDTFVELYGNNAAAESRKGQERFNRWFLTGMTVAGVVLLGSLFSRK
MCL1 BIM primary – disrupts human MCL1 binding to BIM-BH3 peptide; Q07820; GST-MCL1 / FITC-Bim-BH3 fluorescence polarization; inhibition, % at 10.9 µM; 320,000 compounds, 0.68% hits; AID 2057;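 active means inhibition above the mean inhibition of all tested compounds plus 3 SD, set per campaign, cut at about 40% in these data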;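 further: 0% = DMSO wells and 100% = unlabeled Bim-BH3 peptide control; higher means more loss of mP so more displacement of Bim peptide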
GLD-1 TGE inh – GLD-1-TGE RNA interaction inhibition (C. elegans); 320,000 compounds, 0.44% hits; purified GLD-1 + fluorescein TGE RNA, fluorescence polarization; Q17339; inhibition, % at 5.96 µM;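 active means percent inhibition above a per-plate cutoff, the plate mean of test compounds plus 3 SD, cut at about 30% in these data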;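 further: 0% = DMSO wells with GLD-1 and probe and 100% = wells lacking GLD-1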
Fam108B counter – blocks mouse Fam108B hydrolase in RBBP9 counter-screen; inhibition, % at 9.51 µM; 300,000 compounds, 0.33% hits; AID 1947; recombinant Fam108B, FP-Rh probe fluorescence polarization;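 active means inhibition above the screen mean inhibition plus 3 SD, computed separately per campaign, cut at about 18% in these data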;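 further: inhibitors lower polarization as less probe binds the enzyme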
EBNA-1 inh – blocks EBNA-1 binding to DNA. EBNA-1 DNA binding, fluorescence polarization. AID 1950. 300,000 compounds, 0.34% hits. inhibition, % at 14.8 µM; in the data active means inhibition above about 28%
CR mimetic SO – yeast age-related superoxide inhibition as caloric restriction mimetic. 330,000 compounds, 0.18% hits. S. cerevisiae aged cells, superoxide DHE fluorescence; hits give low values. superoxide response (% of plate mean), % at 10 µM. AID 2690;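 active means superoxide response under a set limit, about three screen SD below normal, cut at about 65% in these data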;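 further: yeast aged for seven days with compound at 30 °C before DHE staining; 100% = average MFI of all compound-treated wells on the plate with controls excluded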
Efflux pump mplx – inhibitors of Candida antifungal efflux pumps expressed in yeast; S. cerevisiae Candida pump triplex, Nile Red efflux; AID 485275; inhibition, % at 10 µM; 330,000 compounds, 0.44% hits;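 active means plate passing quality check with inhibition over a set limit, or well fluorescence over plate mean plus 4 SD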;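 further: Nile Red retained in pooled yeast measured as flow cytometry median fluorescence; 0% = buffer negative control and 100% = Enniatin B positive control; higher means more Nile Red kept so more efflux inhibition; some compounds called inactive have numbers as strong as hits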
ZTA DNA inh – ZTA (EBV) inhibition in EBNA-1 counter-screen; P03206; ZTA-DNA binding, fluorescence polarization; inhibition, % at 11 µM; 320,000 compounds, 0.15% hits; in the data active means inhibition above about 33%
Target sequence (P03206 whole entry, looked up): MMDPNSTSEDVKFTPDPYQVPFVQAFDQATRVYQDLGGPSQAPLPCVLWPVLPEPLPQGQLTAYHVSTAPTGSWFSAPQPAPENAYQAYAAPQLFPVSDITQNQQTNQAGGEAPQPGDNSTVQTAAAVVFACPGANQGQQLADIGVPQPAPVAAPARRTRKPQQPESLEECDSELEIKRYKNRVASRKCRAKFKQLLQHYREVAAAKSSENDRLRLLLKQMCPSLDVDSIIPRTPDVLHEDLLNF
MEX-5 binding – C. elegans MEX-5 TCR-2 RNA binding activity. Q9XUB2. MEX-5/FITC-TCR2 RNA binding, fluorescence polarization; hits give low values. activity score (negative = inhibition of binding), % at 10 µM. 300,000 compounds, 0.38% hits;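 active means inhibition past about -25% in most replicates, and total fluorescence under double the plate's negative control median, limit read from the data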;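 further: 0% = DMSO and -100% = 5 µM competing unlabeled TCR2 RNA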
Target sequence (Q9XUB2 whole entry, looked up): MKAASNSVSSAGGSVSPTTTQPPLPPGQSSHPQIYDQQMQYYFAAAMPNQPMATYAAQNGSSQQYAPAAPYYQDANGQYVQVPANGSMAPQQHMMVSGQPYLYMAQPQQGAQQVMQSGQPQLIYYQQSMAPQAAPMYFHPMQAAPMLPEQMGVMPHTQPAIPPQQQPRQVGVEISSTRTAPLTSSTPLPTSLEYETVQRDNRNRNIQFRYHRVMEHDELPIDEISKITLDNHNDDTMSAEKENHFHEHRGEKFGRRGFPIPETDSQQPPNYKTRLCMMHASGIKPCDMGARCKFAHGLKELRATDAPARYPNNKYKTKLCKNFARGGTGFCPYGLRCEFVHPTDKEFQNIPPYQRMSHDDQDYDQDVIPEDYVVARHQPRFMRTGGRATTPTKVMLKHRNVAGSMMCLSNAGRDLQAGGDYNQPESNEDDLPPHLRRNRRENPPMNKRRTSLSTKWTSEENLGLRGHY
Numbers without * were called inactive; · = no result given.

SMILES	BCLXL inh	MCL1 BIM primary	GLD-1 TGE inh	Fam108B counter	EBNA-1 inh	CR mimetic SO	Efflux pump mplx	ZTA DNA inh	MEX-5 binding
COc1cc(C)c(NC(=O)COc2ccc3c(c2)OCO3)cc1C	2	2	1	2	-11	101	0.0	-13	0.8
CN(CC(=O)Nc1ccc(F)cc1)C(=O)COC(=O)c1cc([N+](=O)[O-])ccc1N1CCOCC1	6	-1	7	2	-2	108	-0.2	3	2.7
O=C(O)c1sc2cc(C(F)(F)F)cnc2c1-c1cccs1	4	2	-2	6	-8	94	0.5	5	-3.4
COCC(=O)N(Cc1cc2ccc(C)cc2[nH]c1=O)c1ccc(C)cc1C	0	-2	8	3	-13	116	0.0	-9	-0.1
CCOc1ccccc1NC1=C(Cl)C(=O)N(c2ccc(OC)cc2)C1=O	7	8	0	1	2	118	-0.2	1	-0.9
Cc1cc(C(=O)N/N=C2\CCCc3ccccc32)c(C)o1	4	4	0	1	5	98	0.1	-12	0.1
COCc1cc(C)nc(SCc2ccc([N+](=O)[O-])cc2)c1C#N	8	2	26	-3	0	105	0.3	1	-0.7
Cc1nn(-c2ccc(F)cc2)c(-n2cccc2)c1C(=O)N1CCN(C(=O)c2ccco2)CC1	7	4	-5	0	3	102	0.0	-12	3.4
N#CC(C#N)=Cc1ccc(OC(=O)c2ccccn2)cc1	-2	-4	2	-5	3	93	-0.1	10	-5.5
Cc1ccc(C(=O)COC(=O)c2ccc(-c3cnc4ccccc4n3)cc2)cc1C	2	-5	-4	-6	-7	107	0.3	-6	-2.1
N#C/C(=C\c1ccccn1)c1nc2ccccc2s1	-28	-56	-54	1	-10	102	1.6*	1	6.8
Cc1ccc(CNCc2ccc3c(c2)OCO3)cc1	7	3	3	-6	-7	106	0.1	-13	-2.2
COc1ccc(CN2CCN(C(=O)Cn3nc(C(=O)O)c4ccccc4c3=O)CC2)cc1F	4	6	-4	0	7	88	0.0	-7	-1.7
COc1cccc(CN(C)C(=O)c2ccccc2Sc2ccccc2C#N)c1	3	0	-1	1	-7	95	-0.4	-1	-2.2
CS(=O)(=O)N1CCN(c2ccccc2F)CC1	0	3	3	-3	4	94	-0.1	1	2.1
CC(Sc1nc2ncc(Cl)cc2[nH]1)C(=O)c1c(N)n(C)c(=O)n(C)c1=O (centres undefined)	-4	-10	3	0	2	92	-0.1	-7	-1.5
Cc1[nH]c(=O)[nH]c(=O)c1/C=N\NC(=O)CCc1ccc(OC(C)C)cc1	3	0	3	0	4	98	-0.1	5	-0.7
CCc1cc(Cn2nc(C(=O)O)cc2-c2ccccc2)on1	4	-2	10	2	3	101	-0.1	-7	2.5
Cc1ccc(-c2nc(CS(=O)(=O)CC(=O)N3CC(C)CC(C)C3)c(C)o2)cc1 (centres undefined)	-1	4	-1	-6	15	104	0.1	14	1.3
CC(=O)N1CCCc2cc(S(=O)(=O)N3CCc4ccccc4C3)ccc21	7	1	-1	-2	-1	100	-0.1	-5	0.6
O=C1Nc2ccccc2C1=Nc1cccc([N+](=O)[O-])c1	1	-5	12	-3	5	99	-0.1	-12	-1.3
Cn1c(CC(=O)Nc2ccc(Cl)c(Cl)c2)nnc1SCC(=O)N1CCN(c2ccccc2)CC1	0	3	1	3	-3	104	0.0	4	0.2
COc1ccc(NS(=O)(=O)c2ccc(Oc3ncccn3)cc2)cc1	3	1	-1	0	-5	98	-0.1	-6	1.4
COc1cc(/C=N\NC(=O)c2sc(N)nc2C)cc(OC)c1OC	9	5	7	1	1	105	-0.1	-2	1.4
CCn1cc(C(=O)N[C@@H](CC(C)C)C(=O)NCCCn2ccnc2)c(=O)c2cc3c(cc21)OCO3	0	-3	-6	3	13	87	-0.4	-2	0.5
COc1cc(/C=C2\SC(=S)N(CC(=O)NC3=NCCS3)C2=O)cc(OC)c1OC	6	15	5	5	0	92	0.0	-2	-14
Cc1c(N/C=C(\Cl)C(=O)C(F)(F)F)c(=O)n(-c2ccccc2)n1C	-3	-6	-2	-2	6	89	-0.2	-23	-1.2
Cn1c(C(=O)NCCN2CCOCC2)cc2sccc21	9	11	7	6	0	101	0.0	-1	·
COc1ccc2nc(NNC(=O)c3cc(=O)c4ccccc4o3)sc2c1	-4	12	1	1	-3	95	-0.4	7	2.9
Cc1ccc(NNC(=O)c2ccno2)cc1C	11	3	3	4	0	70	-0.1	6	-4.3
CSc1ccccc1C(=O)Nc1cccc(C(C)=O)c1	0	-6	6	-1	-11	92	-1.0	4	-3.6
CS(=O)(=O)N1CCCC(C(=O)NCCN2CCC(Cc3ccccc3)CC2)C1 (centres undefined)	6	9	7	-2	0	108	0.1	-14	1.8
CCOC(=O)c1c(-c2ccc(F)cc2)csc1NC(=O)CN1C(=O)NC2(CCCCC2C)C1=O (centres undefined)	5	7	-1	6	11	98	-0.3	-15	1.3
COc1ccccc1CNC(=O)CN(c1ccc(C)cc1)S(=O)(=O)c1c(C)n[nH]c1C	4	0	-7	-1	12	104	0.1	-5	-0.6
Cc1ccc(NC(=O)CC2C(=O)NC3CCCCC3N2C(=O)c2ccc(F)cc2)cc1C (centres undefined)	1	0	-4	0	7	105	-0.1	8	1.5
CCCC(=O)Nc1ccc(C(=O)/C=C/c2ccc(SC)cc2)cc1	-5	-5	1	-9	-5	103	0.1	2	-2.5
CCNC(=S)NNc1nncc2ccccc12	0	-4	5	2	10	100	-0.1	7	-4.5
COc1cccc(CN2CCNC(=O)C2CC(=O)NCc2cn3ccc(C)cc3n2)c1OC (centres undefined)	7	6	4	0	4	106	0.1	10	1.9
COc1cc(C(=O)N2CCSCC2)ccc1OC1CCN(C(C)=O)CC1	6	-11	-7	3	9	108	0.1	3	0.3
CCOc1ccc(NC(=S)N2CCCN(Cc3cccc(Cl)c3)C2)cc1	0	3	12	2	-3	121	0.0	-4	-0.7

Looked up by compound from the entries so far, six records:
SMILES	BCLXL inh	MCL1 BIM primary	GLD-1 TGE inh	Fam108B counter	EBNA-1 inh	CR mimetic SO	Efflux pump mplx	ZTA DNA inh	MEX-5 binding
Cc1ccc(NC(=O)CC2C(=O)NC3CCCCC3N2C(=O)c2ccc(F)cc2)cc1C (centres undefined)	1	0	-4	0	7	105	-0.1	8	1.5
CCOc1ccc(NC(=S)N2CCCN(Cc3cccc(Cl)c3)C2)cc1	0	3	12	2	-3	121	0.0	-4	-0.7
COc1cccc(CN2CCNC(=O)C2CC(=O)NCc2cn3ccc(C)cc3n2)c1OC (centres undefined)	7	6	4	0	4	106	0.1	10	1.9
COc1cc(C(=O)N2CCSCC2)ccc1OC1CCN(C(C)=O)CC1	6	-11	-7	3	9	108	0.1	3	0.3
CCCC(=O)Nc1ccc(C(=O)/C=C/c2ccc(SC)cc2)cc1	-5	-5	1	-9	-5	103	0.1	2	-2.5
CSc1ccccc1C(=O)Nc1cccc(C(C)=O)c1	0	-6	6	-1	-11	92	-1.0	4	-3.6

Next structures
SMILES	BCLXL inh	MCL1 BIM primary	GLD-1 TGE inh	Fam108B counter	EBNA-1 inh	CR mimetic SO	Efflux pump mplx	ZTA DNA inh	MEX-5 binding
Cc1c(Nc2cc(N3CCOCC3)c3nonc3c2[N+](=O)[O-])c(=O)n(-c2ccccc2)n1C	7	-2	-2	-1	-15	113	0.2	0	0.1
Cc1cccc(N=C2NN=C(c3ccccc3F)CS2)c1C	-2	0	-5	2	-2	96	0.1	5	1.4
Cc1ccccc1OCC(=O)N(CC(C)C)c1c(N)n(CC(C)C)c(=O)[nH]c1=O	-3	3	10	-4	-17	113	0.6	-13	-1.4
COc1cc([N+](=O)[O-])ccc1NC(=O)NNC(=O)c1sccc1C	1	-4	2	2	-3	108	0.2	-7	1.5
CCOc1ccccc1CNC(=O)c1cc2oc3ccccc3c2n1CC	9	0	8	-3	8	88	-0.2	2	0.3
O=C1CCC([N+](=O)[O-])C(c2ccc(Cl)cc2)N1 (centres undefined)	2	6	4	0	-12	111	0.0	-7	0.6
O=C(NN1C(=O)C2C3CCC(O3)C2C1=O)c1ccco1 (centres undefined)	-1	4	-4	-2	11	109	0.1	-5	0.0
O=C(CSC(=S)N1CCOCC1)Nc1nccs1	3	7	6	-2	3	88	-0.1	-5	0.9
C=CCc1ccccc1OCC(O)CN1CCN(c2ccc(C)cc2)CC1 (centres undefined)	7	2	1	5	0	111	0.0	-2	-0.5
Cc1cc(/C=C2\SC(=S)NC2=O)c(C)[nH]1	-41	-65	-47	-2	3	103	-0.2	8	3.5
O=C(COC(=O)C1COc2ccccc2O1)NC(=O)NC1CCCC1 (centres undefined)	1	7	4	2	-6	95	0.0	7	-0.3
COc1ccc(N2C(=S)N(C(=O)c3ccccc3)C(=Nc3ccccc3)C2=Nc2ccccc2)cc1	1	-1	2	2	1	110	0.1	18	-0.2
CCCCNC(=S)NC(=O)c1ccc(Cl)cc1Cl	6	9	-3	1	-2	93	0.0	4	2.8
Cc1cc(C)c(NC(=O)c2ccc3c(c2)C(=O)N(Cc2cccnc2)C3=O)c(C)c1	2	11	4	-3	-7	97	-0.7	-8	2.9
CCOC(=O)C(NC(=O)Cc1ccccc1)(Nc1cc(C)on1)C(F)(F)F (centres undefined)	24	8	3	0	3	108	0.0	4	-1.5
CCOC(=O)CSc1nc(C(C)(C)C)nc2ccccc12	0	2	-1	-1	0	91	-0.1	7	0.4
CCOC(=O)c1c(C)oc2ccc(OC(=O)N3CCOCC3)cc12	1	1	4	3	14	112	0.1	2	-1.0
COc1ccc(S(=O)(=O)N(CC(=O)NCc2ccncc2)c2ccc(C)cc2)cc1OC	1	-8	3	1	-3	89	0.7	-8	-1.2
COc1ccc2c(c1OC)C(=O)N(c1ccc3c(c1)CCC3)C2=O	-1	2	2	-1	3	101	0.0	-8	1.2
CCc1ccc(OCC(=O)NNC(=S)NC(=O)C2CCCCC2)c(Br)c1	4	5	-3	0	-4	110	0.1	-5	2.2
CCOC(=O)C1CCCN(C(=O)Cn2c(=O)c3cccn3c3cccnc32)C1 (centres undefined)	10	7	7	-3	16	117	0.2	10	1.1
C=CCN1C(=O)/C(=C/C=C2/N(CC)c3ccc(S(=O)(=O)N(C)C)cc3N2CC)SC1=S	-126	-196	-208	-306	-4	89	0.1	-3	3.8
COc1ccc(Cc2n[nH]c(=S)n2Cc2ccccc2)cc1Cl	-21	-15	-1	2	-3	93	0.4	-4	1.5
CCOc1ccc(-n2c(SCC(=O)Nc3ccc4c(c3)OCO4)nc3ccccc3c2=O)cc1	1	2	-4	-3	11	107	0.0	11	-0.5
